Screening data as filed in PubChem.
HePTP inh – human HePTP phosphatase inhibition | P35236 | recombinant HePTP phosphatase activity, OD absorbance | inhibition, % at 20 µM | 110,000 tested, 0.64% active | AID 521; in the data active = inhibition above about 50%;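 also: plate controls were vehicle for no effect and reference inhibitor for full effect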
Target sequence (P35236 whole entry, looked up): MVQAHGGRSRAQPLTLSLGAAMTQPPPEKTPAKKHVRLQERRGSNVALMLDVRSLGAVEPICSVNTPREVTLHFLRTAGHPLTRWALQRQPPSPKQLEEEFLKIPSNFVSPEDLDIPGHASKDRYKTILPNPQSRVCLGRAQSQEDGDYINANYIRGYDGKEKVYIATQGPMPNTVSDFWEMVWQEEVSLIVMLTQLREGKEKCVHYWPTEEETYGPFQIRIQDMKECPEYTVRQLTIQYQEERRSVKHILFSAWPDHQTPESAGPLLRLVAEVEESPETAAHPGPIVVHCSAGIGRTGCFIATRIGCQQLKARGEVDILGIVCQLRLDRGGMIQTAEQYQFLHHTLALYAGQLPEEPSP
BAP1 inh – inhibitors of human BAP1 deubiquitinase; recombinant BAP1, Ub-AMC hydrolysis fluorescence kinetic; active compounds read low; activity remaining (% of control), % at 20 µM; 72,000 tested, 0.48% active; AID 436;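 active = activity remaining at or below 50% of control, provided the compound also passes the data quality filters; inactive = the rest, including low values that fail the filters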;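 also: 100% = DMSO wells rate and 0% = substrate alone blank rate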
Target sequence (Q92560 whole entry, looked up): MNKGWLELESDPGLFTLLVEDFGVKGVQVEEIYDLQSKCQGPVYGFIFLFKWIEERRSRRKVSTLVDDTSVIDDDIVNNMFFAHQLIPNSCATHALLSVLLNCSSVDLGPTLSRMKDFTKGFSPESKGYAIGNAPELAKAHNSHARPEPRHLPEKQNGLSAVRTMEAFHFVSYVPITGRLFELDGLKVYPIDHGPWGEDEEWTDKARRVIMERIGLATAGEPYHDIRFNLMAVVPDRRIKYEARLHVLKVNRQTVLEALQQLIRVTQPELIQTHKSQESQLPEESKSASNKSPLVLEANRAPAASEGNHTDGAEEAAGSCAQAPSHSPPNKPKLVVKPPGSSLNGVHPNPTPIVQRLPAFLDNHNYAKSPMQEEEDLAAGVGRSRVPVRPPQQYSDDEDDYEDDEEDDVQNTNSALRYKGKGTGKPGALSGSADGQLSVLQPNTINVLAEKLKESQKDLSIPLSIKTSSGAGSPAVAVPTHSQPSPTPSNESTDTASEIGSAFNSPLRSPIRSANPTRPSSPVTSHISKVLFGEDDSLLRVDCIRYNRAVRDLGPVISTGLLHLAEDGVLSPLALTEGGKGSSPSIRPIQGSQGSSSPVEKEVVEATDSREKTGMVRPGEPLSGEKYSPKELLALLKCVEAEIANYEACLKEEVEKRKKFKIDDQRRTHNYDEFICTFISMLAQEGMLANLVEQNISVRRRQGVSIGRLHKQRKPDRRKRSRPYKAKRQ
* = called active by the depositor; . = not tested or not shown; & = joins results of further samples; ! = repeats disagree. Compounds were not picked by outcome, and some 0.91% of all compounds hit somewhere here.

SMILES	HePTP inh	BAP1 inh
O=C(CCCCCN1C(=O)C2C3C=CC(C3)C2C1=O)Nc1nccs1 (configuration not stated)	7	86
COCCN1Cc2cccc(C(=O)Nc3ccc(S(=O)(=O)N4CCCCC4)cc3)c2C1=O	8	105
CCOC(=O)c1ccc(NC(=O)c2c(C)[nH]c(C(=O)OCC)c2C)cc1	-1	105
Cn1c(NC(=O)c2cc(Cl)ccc2Cl)cc(=O)n(C)c1=O	3	93
Clc1ccc(Cc2noc(-c3cccs3)n2)cc1	10&-23	144
O=c1/c(=C\c2ccc(-c3cccc(Br)c3)o2)sc2nc3ccccc3n12	5	.
CC(=O)c1sc(NC(=O)c2ccoc2C)nc1C	-2	.
COc1ccc(N(C(C)=O)C2C=CS(=O)(=O)C2)c(OC)c1 (configuration not stated)	9	101
COc1ccc(S(=O)(=O)N(Cc2ccccc2)Cc2nc3ccccc3c(=O)[nH]2)cc1	7	99
CCn1c(=O)cc(OCC(=O)N2CCc3ccccc32)c2ccccc21	5	76
CC(=O)c1ccc(NC(=O)C2CCC(C)(C(=O)O)C2(C)C)cc1 (configuration not stated)	3&5	95
CC(NC(=O)C(c1ccccc1)c1ccccc1)C(=O)NCCN(C)C (configuration not stated)	-3	.
CCOC(=O)CSc1nc2ccccc2c(=O)n1CCN1CCOCC1	-2	101
O=C1/C(=C\Nc2ccccc2O)CCc2ccccc21	2	.
CCOC(=O)C1CCCN(c2c(NCCc3ccc(S(N)(=O)=O)cc3)c(=O)c2=O)C1 (configuration not stated)	-3	103
COc1ccc(N(CC(=O)N2CCOCC2)S(=O)(=O)c2ccc(C)cc2)cc1OC	-2	.
CC(=O)Nc1ccc(S(=O)(=O)Nc2ccccc2C#N)cc1	.	75
Cc1cc(Cl)ccc1OCC(=O)Nc1ccc(S(N)(=O)=O)cc1	8	.
Cc1cccc(-c2noc(Cc3ccc(Cl)cc3)n2)c1	4	92
CCN(CC)c1ccc(NC(=O)CSc2nc(C)cc(=O)[nH]2)cc1	1	102
COc1ccc(/C=C(\NC(=O)c2ccccc2)C(=O)NCCCn2ccnc2)cc1	-5	.
CCOC(=O)c1c(NC(=O)CSc2nnc(CN3CCOCC3)n2C)sc2c1CCCC2	2	.
CCSC1(SCC)N=C(N)C2(C#N)C(c3ccccc3)NC3=C(CCCC3)C12C#N (configuration not stated)	0	.
CC(C)(CSc1nncn1/N=C/c1ccco1)NS(=O)(=O)c1ccc(Cl)cc1	4	123
CCOC(=O)N1CCN(CC(=O)Nc2cc(C)nn2-c2nc3ccccc3s2)CC1	3	108
C/C(Cl)=C/Cn1c(SCc2ccc(Cl)cc2)nc2c1c(=O)[nH]c(=O)n2C	-4	107
Cc1cc(=O)oc2cc(NC(=O)CCCC(=O)O)ccc12	-3	.
Cc1cc2oc(=O)cc(CN3CCN(S(=O)(=O)c4ccc5c(c4)OCCO5)CC3)c2cc1C	7	.
C=CCn1c(SCC(=O)Nc2ccc(C(=O)OC(C)C)cc2)nnc1-c1cccs1	10	85
COc1cc2c(C)nc3c(cnn3-c3ccccc3)c2cc1OC	6	.
CC(C)CCNC(=O)[C@H](CC(C)C)NC(=O)[C@H]1O[C@@H]1C(=O)O	7	101
Cc1ccc(S(=O)(=O)NCCSc2nnnn2-c2ccc(C(N)=O)cc2)cc1	5	99
OCCN1CCN(CCSc2ccccc2)CC1	6	105
CCOC(=O)c1[nH]c2ccccc2c1NC(=O)c1nonc1C	-4	.
N/C(=N\OC(=O)COc1ccc2ccccc2c1)c1cccc([N+](=O)[O-])c1	1	.
O=C(NCCSCc1ccccc1Cl)C(c1ccccc1)c1ccccc1	-10	.
O=C1S/C(=C\c2ccc(Br)c([N+](=O)[O-])c2)C(=O)N1c1ccccc1	4	.
Cc1ccc2oc(-c3ccc(C)c(NC(=O)c4ccc(Cl)cc4Cl)c3)nc2c1	9	.
O=C(CSc1nc2ccccc2n1Cc1ccccc1)N/N=C/c1ccc([N+](=O)[O-])cc1	86*	.
Cc1ccccc1-n1c(SCC(=O)NCc2cccs2)nnc1-c1ccncc1	-7	90
Cc1cccc(N/C=C/C(=O)c2ccc(Cl)cc2)c1	-7	.
CC(=O)Nc1ccccc1-c1ccc(C)o1	-11	105
COc1cc(CO)cc(Br)c1OCC(=O)O	-6	95
O=C(Nc1nc2ccccc2s1)c1ccc(S(=O)(=O)N2CCCCC2)cc1	2	.
CCCc1nc2oc3c(NCc4ccccn4)ncnc3c2c2c1COC(C)(C)C2	-9	110
COCCNC(=O)CN(c1ccc(OC)cc1OC)S(=O)(=O)c1ccccc1[N+](=O)[O-]	0	.
Cc1cccc(NC(=O)C2CC3CCCC(C2)C3=O)c1 (configuration not stated)	.	196
COc1ccccc1/C=C(/NC(=O)c1ccc(C)cc1)C(=O)Nc1ccc(S(N)(=O)=O)cc1	5	.
O=[N+]([O-])c1ccc(Cl)c(-n2ncnc2-c2ccc(F)cc2)c1	-2	.
NS(=O)(=O)c1ccc(N=C2NC(=O)CS2)cc1	-5	.
Cc1ccc(C2C(C(=O)/C=C/c3ccccc3)=C(O)C(=O)N2CCCCCC(=O)O)cc1 (configuration not stated)	4	.
O=C(CSc1nc2c(cnn2-c2ccc(F)cc2)c(=O)[nH]1)N1CCCc2ccccc21	-13	.
COC(=O)C1=C(C)N(c2ccc(OC)c(OC)c2)C(=O)C1	0	98
O=c1cc(-c2ccc([N+](=O)[O-])cc2)nc2cc(-c3cccc(Cl)c3)[nH]n12	78*	.
Cn1c(=NC(=O)c2ccco2)sc2cccc(F)c21	8	71
COc1ccccc1CNC(=O)COc1cc(C)c(Cl)c(C)c1	6	.
CCc1ccc(S(=O)(=O)N(C(=O)c2cccc([N+](=O)[O-])c2)c2ccc3oc(C)c(C(C)=O)c3c2)cc1	.	58
Cc1ccc(C)n1Cc1ccc(C(=O)O)cc1	104*!	57
N#C/C(=C/c1cn(CC(=O)O)c2ccccc12)C(=O)Nc1cccc(Br)c1	-5	.
Cc1cc(OCCCCN2CCCC2)ccc1Cl	-3	.

Next entries.
SMILES	HePTP inh	BAP1 inh
CCOC(=O)c1cccc(NC(=O)COc2ccc([N+](=O)[O-])cc2)c1	-4	.
Cc1ccc(N(CC(=O)Nc2ccc(Br)cc2)S(C)(=O)=O)cc1Cl	-10	.
c1ccc(-c2nn3c(Cn4nnc5ccccc54)nnc3s2)cc1	-10	.
COc1ccc(CCC(=O)Nc2ccc(Cl)c([N+](=O)[O-])c2)cc1	-3	.
Cn1c(=O)[nH]c(=O)c2c1nc(CN1CCN(c3ccc(F)cc3)CC1)n2CCN1CCOCC1	9	98
CN1C(=O)/C(=C\c2ccccc2OCCOc2ccc(Br)cc2)SC1=S	-1	.
O=C(O)c1ccccc1/C=N/n1cnnc1	0	.
CCCCn1c(SCC(=O)Nc2nnc(C(C)C)s2)nc2c1c(=O)n(C)c(=O)n2C	0	94
O=C(OCc1ccccc1)Sc1nnc(-c2ccc(Br)cc2)o1	-5	.
Cc1ccc(S(=O)(=O)/N=C2/C=C(N3CCOCC3)C(=O)c3ccccc32)cc1	-18	.
O=C1NC(=S)S/C1=C/c1ccc(Sc2ccccc2)o1	87*	.
O=C(c1cc2ccccc2oc1=O)N1CCSC1c1ccccc1Cl (configuration not stated)	.	100
N#Cc1c(NC(=O)CSc2ncnc3c2cnn3-c2ccccc2Cl)sc2c1CCCC2	1	49*
Cn1nnnc1SCC(=O)Nc1cc(C(C)(C)C)nn1-c1ccccc1	-2	121
Cc1cc(OC(=O)c2ccc(S(=O)(=O)N(C)C)cc2)cc(=O)o1	-2	101
CC(=O)c1ccc(N2C(=O)CC(N(C)Cc3ccccc3)C2=O)cc1 (configuration not stated)	4	.
COC(=O)c1c(NC(=O)C2C3C=CC(C3)C2C(=O)O)sc2c1CCC2 (configuration not stated)	5	.
Cc1cc(=O)oc(C)c1C(=O)NCC(C)C	-5	85
O=C(O)c1ccc2cccc(Cl)c2c1O	-2	.
O=C(NCC1CCCO1)c1ccc(-c2ccccc2)cc1 (configuration not stated)	1	.
CCN(CC)C(=O)Oc1ccc(Cl)c2ccccc12	3	95
Cc1ccc(C)c(-c2csc(N)c2C(=O)OC(C)C)c1	1	.
COc1ccc(OC)c(NC(=O)CC(c2ccccc2)c2ccccc2)c1	-2	.
CC(=O)Nc1cccc(Oc2ccc3c(c2)C(=O)N(c2ccccc2)C3=O)c1	1	.
O=C(Nc1ccc(Br)cc1)c1cnccn1	-47&7	83
O=C(NCC1CCCO1)NC1(C(F)(F)F)Oc2ccccc2O1 (configuration not stated)	5	.
COc1cc(C2C3=C(CC(C)(C)CC3=O)OC3=C2C(=O)CC(C)(C)C3)cc(Br)c1OC	2	.
Cc1ccc(N(CC(O)CN2CCOCC2)S(=O)(=O)c2ccccc2)cc1 (configuration not stated)	6	.
O=C(c1ncn[nH]1)N1CCN(c2nc(-c3ccccc3)cs2)CC1	13	109
Cc1cccc(C)c1NC(=O)CS(=O)CC(=O)NC1CCN(Cc2ccccc2)CC1 (configuration not stated)	2	102
Cc1cc(Nc2cccc(Cl)c2C)n2ncnc2n1	-2	89
Cc1ccc(-c2nc(NC(=O)CSc3nnc(C)s3)ns2)cc1	7	104
CCN1C(=O)/C(=C\c2cccc(O)c2)C(C(=O)OC)=C1C	-5	.
CCSc1ccccc1C(=O)Nc1cc(C)on1	-1	153
O=C(c1ccc(F)cc1)C1CCN(C(=O)N2CCOCC2)CC1	3	101
Cc1nnc(NC(=O)c2ccc3c(c2)C(=O)N(CC2CCCO2)C3=O)s1 (configuration not stated)	6	116
CC(C)(C)C1CCC(OCC(O)CN2CCC(CN3C(=O)c4cccc5cccc(c45)C3=O)CC2)CC1 (configuration not stated)	.	228
O=C(NC(=S)Nc1ccc(N2CCCCC2)cc1)c1cccs1	-5	.
S=C(Nc1ccccc1)Nc1ccccc1NC(=S)Nc1ccccc1	-8	.
COc1cc(N2CCCCC2)ccc1[N+](=O)[O-]	5	.
O=C(CC12CC3CC(CC(C3)C1)C2)NCO	1	100
COc1ccc(-c2ccc(SCC(=O)NCc3ccco3)nn2)cc1	-5	102
COC(=O)c1ccccc1S(=O)(=O)N(CCCO)Cc1cc2c(C)ccc(C)c2[nH]c1=O	4	110
CCc1cccc(NC2c3ccccc3C(=O)N2c2ccc(C)cn2)c1 (configuration not stated)	2	91
CCCNc1nc2c(c(=O)[nH]c(=O)n2C)n1Cc1ccc(F)cc1	-3	94
CC(N=CC1=C(O)CNC1=O)c1ccccc1 (configuration not stated)	-3	.
COc1ccc(/C=C/C(=O)c2cccc([N+](=O)[O-])c2)cc1	-10	.
CCn1cc(C2=NOC(C(=O)Nc3c(C)nn(Cc4ccc(F)cc4)c3C)C2)c(C)n1 (configuration not stated)	14	91
COc1ccc(OC)c(NC(=O)CSc2nc3ccccc3s2)c1	9	.
CCOC(=O)C1CCCN(C2CC(=O)N(c3cccc(C(F)(F)F)c3)C2=O)C1 (configuration not stated)	12	110
Cc1cc(C(=O)CC#N)c(C)n1CC(F)(F)F	1	119
O=C(CCC1CCCC1)Nc1cccc(Cl)c1	-6	.
O=C(O)CSc1nc2ccc(NC(=O)c3ccccc3)cc2s1	8	.
O=C(Nc1ccc(Cl)cc1)N1CCC(c2nc(-c3cccs3)no2)CC1	7	93
Clc1ccccc1-c1nn2c(Cn3cnc4ccccc43)nnc2s1	-6	77
CC(C)c1ccc(-c2c(C#N)c(N)nc3sc(C(=O)c4ccccc4)c(N)c23)cc1	.	79
COc1ccc(/C(O)=C2\C(=O)C(=O)N(Cc3ccco3)C2c2cc(OC)ccc2OC)cc1 (configuration not stated)	-2	70
CC(=O)Nc1ccc(NC(=O)c2cccc(I)c2)cc1	-6	.
O=C(Nc1cccc(Cl)c1Cl)c1ccncc1	4	.
O=[N+]([O-])c1ccc(COc2ccc(/C=N/Nc3nc4ccccc4s3)cc2)cc1	3	.

A second format for 15 compounds above:
mol,HePTP inh,BAP1 inh
O=C(CCCCCN1C(=O)C2C3C=CC(C3)C2C1=O)Nc1nccs1 (configuration not stated),7,86
COCCN1Cc2cccc(C(=O)Nc3ccc(S(=O)(=O)N4CCCCC4)cc3)c2C1=O,8,105
CCOC(=O)c1ccc(NC(=O)c2c(C)[nH]c(C(=O)OCC)c2C)cc1,-1,105
Cn1c(NC(=O)c2cc(Cl)ccc2Cl)cc(=O)n(C)c1=O,3,93
Clc1ccc(Cc2noc(-c3cccs3)n2)cc1,10&-23,144
O=c1/c(=C\c2ccc(-c3cccc(Br)c3)o2)sc2nc3ccccc3n12,5,.
CC(=O)c1sc(NC(=O)c2ccoc2C)nc1C,-2,.
COc1ccc(N(C(C)=O)C2C=CS(=O)(=O)C2)c(OC)c1 (configuration not stated),9,101
COc1ccc(S(=O)(=O)N(Cc2ccccc2)Cc2nc3ccccc3c(=O)[nH]2)cc1,7,99
CCn1c(=O)cc(OCC(=O)N2CCc3ccccc32)c2ccccc21,5,76
CC(=O)c1ccc(NC(=O)C2CCC(C)(C(=O)O)C2(C)C)cc1 (configuration not stated),3&5,95
CC(NC(=O)C(c1ccccc1)c1ccccc1)C(=O)NCCN(C)C (configuration not stated),-3,.
CCOC(=O)CSc1nc2ccccc2c(=O)n1CCN1CCOCC1,-2,101
O=C1/C(=C\Nc2ccccc2O)CCc2ccccc21,2,.
CCOC(=O)C1CCCN(c2c(NCCc3ccc(S(N)(=O)=O)cc3)c(=O)c2=O)C1 (configuration not stated),-3,103

(continued)
SMILES	HePTP inh	BAP1 inh
CCC1S/C(=N\N=C\c2cccc3ccccc23)NC1=O (configuration not stated)	-3	.
CC1Cc2cc(/C(O)=C3/C(=O)C(=O)N(CCN4CCOCC4)C3c3cccc(O)c3)ccc2O1 (configuration not stated)	-8	87
Cc1ccc(NC(=O)c2cc(-c3ccco3)on2)cc1C	4	108
Cc1ccc(N2NC(=O)/C(=C/c3ccccc3O)C2=O)cc1C	5	.
CC(Sc1ccc2ccccc2n1)C(=O)O (configuration not stated)	3	103
Cc1ccc(OCC(=O)Nc2ccc(N3CCOCC3)c(Cl)c2)cc1	.	117
Cc1ccc(/C=C/C(=O)NCc2ccco2)o1	16	.
O=C1NC(=S)N(c2cccc(Br)c2)C(=O)/C1=C/c1ccc(-c2ccccc2C(=O)O)o1	27	.
